Assay outcomes: PubChem, several laboratories
VCAM1 TNFa inh: inhibitors of TNFa-induced VCAM1 expression, primary screen, imaging, HUVEC, TNFa stimulus, immunofluorescence. HUVEC TNFa-induced VCAM-1 immunofluorescence, high-content imaging. inhibition, % at 2 µM. 95,000 tested, 0.48% active;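 active means inhibition above the batch mean plus 3 SD, with images confirmed as a hit by eye, cut at about 37% in these data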;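 further: 0% = TNF-stimulated DMSO wells and 100% = unstimulated control wells; not every result past the cut was called active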
Calb biofilm kill: clotrimazole potentiators killing Candida biofilms, primary screen, with clotrimazole, Alamar Blue; C. albicans biofilm + clotrimazole; inhibition, % at 6 µM; 85,000 tested, 0.14% active; AID 834, 2007;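 active means inhibition above 20%; inactive means inhibition below 20%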;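 further: preformed 24 hr biofilms exposed to compound for 48 hr; 0% = biofilm without compound and 100% = blank killed by clotrimazole plus chlorhexidine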
F-actin modifier: modifiers of F-actin cytoskeleton organization, primary screen, imaging, HUVEC, phalloidin staining, high-content imaging; HUVEC TNFa F-actin phalloidin imaging; inhibition, % at 2 µM; 91,000 tested, 0.18% active;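 active means inhibition above the batch mean plus 3 SD and confirmed as a hit by visual image inspection, cut at about 30% in these data, passing the limit was not always enough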; further: strong numbers were not always called active
IL1B cytotox: cytotoxicity in IL-1B stimulated HUVEC, primary screen, cytotoxicity control for IL-1B NFkB translocation project, imaging, Hoechst nuclear count, IL-1B stimulus; AID 845, 2007; HUVEC cell count loss; 94,000 tested, 0.41% active; cell count reduction, % at 2 µM;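 active means cell count reduction more than 3 SD above the screen-wide mean, cut at about 70% in these data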;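 further: normalized per plate to untreated control cells as the no-loss baseline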
sEH act: soluble epoxide hydrolase activators, primary screen, biochemical, human sEH | purified human sEH enzymatic activity, activator screen | Bifunctional epoxide hydrolase 2 (Homo sapiens), P34913 | 91,000 tested, 0.04% active | AID 717, 2007 | activation, % at 2 µM; in the data active means activation above about 37%; further: values of inactives mirror those of a sister screen read the other way
Target sequence (P34913 whole entry, looked up): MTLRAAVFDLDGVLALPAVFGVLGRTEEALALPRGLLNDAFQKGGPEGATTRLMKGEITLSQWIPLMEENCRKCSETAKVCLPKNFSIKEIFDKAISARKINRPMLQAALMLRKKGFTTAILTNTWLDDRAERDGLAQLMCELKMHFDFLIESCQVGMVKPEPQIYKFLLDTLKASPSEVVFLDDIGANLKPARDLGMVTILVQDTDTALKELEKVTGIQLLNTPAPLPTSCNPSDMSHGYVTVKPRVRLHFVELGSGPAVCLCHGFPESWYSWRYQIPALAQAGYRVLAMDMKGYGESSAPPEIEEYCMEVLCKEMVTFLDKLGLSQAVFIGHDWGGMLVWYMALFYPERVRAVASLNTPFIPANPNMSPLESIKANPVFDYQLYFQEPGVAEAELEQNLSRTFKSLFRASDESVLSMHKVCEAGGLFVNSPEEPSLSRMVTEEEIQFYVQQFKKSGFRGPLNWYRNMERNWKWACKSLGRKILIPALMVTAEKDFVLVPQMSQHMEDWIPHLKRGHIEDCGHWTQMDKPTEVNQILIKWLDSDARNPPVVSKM
ERb SRC1 inh: inhibitors of ERβ-SRC1 coactivator interaction, primary screen, biochemical, TR-FRET, ERβ LBD, SRC-1 peptide | AID 633, 2007 | inhibition, % at 25.6 µM | TR-FRET ER-beta LBD / SRC1-Cy5 peptide binding; receptor agonist-loaded with 1 µM estradiol | Estrogen receptor beta (Homo sapiens), Q92731 | 86,000 tested, 1.3% active;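 active means compounds whose percent inhibition of the receptor-coactivator binding signal exceeds about 50% in the single-dose screen, limit read from the data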;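 further: 0% = receptor plus peptide wells without compound and 100% = peptide-only wells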
sEH inhibitor: soluble epoxide hydrolase inhibitors, primary screen, biochemical, human sEH. inhibition, % at 2 µM. recombinant human sEH enzymatic activity assay. Bifunctional epoxide hydrolase 2 (Homo sapiens), P34913. 91,000 tested, 0.34% active; in the data active means inhibition above about 80%; further: values of inactives mirror those of a sister screen read the other way; many of its hits are not listed in these tables
Smad3 FoxH1 inh: Smad3/FoxH1 peptide binding inhibitors, primary screen, biochemical, TR-FRET; TR-FRET Smad3/Dy647-FoxH1 peptide binding, europium anti-His; 88,000 tested, 0.29% active; Mothers against decapentaplegic homolog 3 (Homo sapiens), P84022; inhibition, % at 25 µM;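 active means compounds that reduce the energy-transfer binding signal between the protein and its labelled peptide by more than half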;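 further: 0% = Smad3 plus labelled peptide maximal FRET and 100% = peptide-only background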
TNFa cytotox: cytotoxicity in TNFa-stimulated HUVEC, primary screen, cytotoxicity control for VCAM1 expression modulator project, imaging, Hoechst nuclei count | HUVEC TNFalpha-stimulated, Hoechst cell count | 93,000 tested, 0.17% active | cell count reduction, % at 2 µM;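 active means cell count reduction exceeding the screen mean by over 5 SD, scaled to untreated wells per plate, cut at about 78% in these data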;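 further: cells counted after 24 h of TNF alpha exposure following the 1 h pretreatment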
* marks the source's active call; other numbers are inactive results; [ ] = remark or other dose.

Results for Nc1c(S(=O)(=O)c2cccs2)c2nc3ccccc3nc2n1Cc1ccccc1 ?
VCAM1 TNFa inh: -7; Calb biofilm kill: 9; F-actin modifier: 2; IL1B cytotox: 4; sEH act: 1; ERb SRC1 inh: 4[fluorescence artefact?]; sEH inhibitor: -2; Smad3 FoxH1 inh: -8; TNFa cytotox: 2

How did Cc1ccc(S(=O)(=O)Cn2nnnc2C(c2ccccc2)N2CCN(c3ncccn3)CC2)cc1 (stereo unspecified) do in these assays?
VCAM1 TNFa inh: -20; Calb biofilm kill: 3; F-actin modifier: -16; IL1B cytotox: -4; sEH act: -2; ERb SRC1 inh: -10; sEH inhibitor: 5; Smad3 FoxH1 inh: 2; TNFa cytotox: -5

What do the screens show for `CN(C)S(=O)(=O)c1cccc2nsnc12`?
Calb biofilm kill: 1; sEH act: 2; ERb SRC1 inh: 9; sEH inhibitor: -2; Smad3 FoxH1 inh: 3

What do the screens show for `O=C1Nc2ccc(F)cc2C12Nc1ccccc1-c1nnc(SCc3ccccc3F)nc1O2` (stereo unspecified)?
VCAM1 TNFa inh: 30; F-actin modifier: -33; IL1B cytotox: -49; sEH act: -8; sEH inhibitor: 9; TNFa cytotox: -3

Results for CCC(NS(=O)(=O)c1ccc(C)cc1)C(=O)N1CCN(c2ccccn2)CC1 (stereo unspecified) ?
VCAM1 TNFa inh: -1; Calb biofilm kill: 9; F-actin modifier: 11; IL1B cytotox: 4; sEH act: -9; ERb SRC1 inh: -3; sEH inhibitor: 9; Smad3 FoxH1 inh: 4; TNFa cytotox: -11

Results for CCOC(=O)c1c(C)nc2sc(C(N)=O)c(N)c2c1-c1ccc(OC)cc1 ?
VCAM1 TNFa inh: -3; F-actin modifier: -5; IL1B cytotox: 1; sEH act: 0; sEH inhibitor: 2; TNFa cytotox: -8

Results for Cc1ccc(-c2nc(CSCC(=O)N3CCCC3)c(C)o2)cc1 ?
VCAM1 TNFa inh: 4; Calb biofilm kill: 5; IL1B cytotox: -36; sEH act: -8; ERb SRC1 inh: 1[fluorescence artefact?]; sEH inhibitor: 10; Smad3 FoxH1 inh: 6; TNFa cytotox: -6

Results for COc1cccc(OC)c1NC(=O)C1CCCN1C(=O)NCc1ccccc1 (stereo unspecified) ?
VCAM1 TNFa inh: 4; Calb biofilm kill: 1; F-actin modifier: -5; IL1B cytotox: -9; ERb SRC1 inh: -17; Smad3 FoxH1 inh: 5; TNFa cytotox: -19

Results for COc1ccc(C2C(C#N)=C(C)NC3=C2C(=O)CC(C)(C)C3)cc1 (stereo unspecified) ?
VCAM1 TNFa inh: 2; Calb biofilm kill: -4; F-actin modifier: -1; IL1B cytotox: -12; sEH act: -12; ERb SRC1 inh: 10; sEH inhibitor: 11; Smad3 FoxH1 inh: 13; TNFa cytotox: -18

What do the screens show for `COc1ccccc1CNC(=O)CC(C)C`?
VCAM1 TNFa inh: 8; Calb biofilm kill: -1; F-actin modifier: -8; IL1B cytotox: -7; sEH act: 14; ERb SRC1 inh: 8[fluorescence artefact?]; sEH inhibitor: -15; Smad3 FoxH1 inh: -13; TNFa cytotox: -1

How did Cn1c(=O)c2c(nc(CN3CCc4ccccc4C3)n2Cc2ccc(Cl)cc2)n(C)c1=O do in these assays?
VCAM1 TNFa inh: -18; Calb biofilm kill: 4; F-actin modifier: -12; IL1B cytotox: 2; sEH act: -7; ERb SRC1 inh: -4; sEH inhibitor: 5; Smad3 FoxH1 inh: 4; TNFa cytotox: -16

What do the screens show for `CCCCSc1nc(NCc2ccco2)c2c3c(sc2n1)COC(C)(C)C3`?
VCAM1 TNFa inh: -5; Calb biofilm kill: 5; F-actin modifier: -37; sEH act: 16; ERb SRC1 inh: 3; sEH inhibitor: -14; Smad3 FoxH1 inh: 9; TNFa cytotox: -7

What do the screens show for `CC(C)CCNC(=O)CC1Nc2c3ccccc3nc(=S)n2C1=O` (stereo unspecified)?
VCAM1 TNFa inh: 4; Calb biofilm kill: 4; F-actin modifier: 6; IL1B cytotox: -24; sEH act: -2; ERb SRC1 inh: 4; sEH inhibitor: -1; Smad3 FoxH1 inh: 4; TNFa cytotox: -14

Results for O=C(NC1CCCCC1)C12CC3CC(C1)CC(n1cncn1)(C3)C2 ?
VCAM1 TNFa inh: -5; F-actin modifier: -42; IL1B cytotox: -43; sEH act: -4; sEH inhibitor: 7; TNFa cytotox: 6

What do the screens show for `S=c1[nH]nc(CSCc2ccccc2Cl)n1-c1ccccc1`?
VCAM1 TNFa inh: -4; F-actin modifier: 9; IL1B cytotox: -51; sEH act: 7; sEH inhibitor: -9; TNFa cytotox: -5

What do the screens show for `Cc1ccc(C(C)C)c(OCC(=O)Nc2ccccc2N2CCN(C)CC2)c1`?
VCAM1 TNFa inh: 6; Calb biofilm kill: 8; F-actin modifier: -17; IL1B cytotox: -16; sEH act: 2; ERb SRC1 inh: -3; sEH inhibitor: -2; Smad3 FoxH1 inh: 4; TNFa cytotox: -11

How did CCn1ncc(Cl)c1C(=O)NC(C)c1ccccc1 (stereo unspecified) do in these assays?
Calb biofilm kill: 1; IL1B cytotox: -43; sEH act: -6; ERb SRC1 inh: -19[fluorescence artefact?]; sEH inhibitor: 11; Smad3 FoxH1 inh: 10[fluorescence artefact?]

How did O=C(CSc1ncccn1)n1c2c(c3ccccc31)CCCC2 do in these assays?
VCAM1 TNFa inh: -5; F-actin modifier: -19; sEH act: -5; sEH inhibitor: 5; TNFa cytotox: -8

What do the screens show for `O=C(COc1cccc(Oc2ccccc2)c1)Nc1ccc(SC(F)F)cc1`?
VCAM1 TNFa inh: 21; F-actin modifier: -13; IL1B cytotox: -2; sEH act: -9; sEH inhibitor: 11; TNFa cytotox: -22

Results for Cc1cc(C)nc(N2CCCC(C(=O)NCc3cccs3)C2)n1 (stereo unspecified) ?
Calb biofilm kill: 6; F-actin modifier: -20; IL1B cytotox: 23; sEH act: -16; ERb SRC1 inh: -4; sEH inhibitor: 17; Smad3 FoxH1 inh: -4

What do the screens show for `COC(=O)c1cc(C#N)c(N(C)Cc2ccccc2)nc1C`?
VCAM1 TNFa inh: -12; Calb biofilm kill: -1; F-actin modifier: 19; IL1B cytotox: 15; sEH act: -9; ERb SRC1 inh: 9; sEH inhibitor: 12; Smad3 FoxH1 inh: -6; TNFa cytotox: -11

Results for CCc1ccc(NC(=O)Cn2c(=O)oc3cc(S(=O)(=O)N4CCOCC4)ccc32)cc1 ?
VCAM1 TNFa inh: 7; Calb biofilm kill: 9; F-actin modifier: 15; IL1B cytotox: -3; ERb SRC1 inh: -1[fluorescence artefact?]; Smad3 FoxH1 inh: 8; TNFa cytotox: -34

Entries listed so far with an aryl thioether with sulfur outside any ring (four):
What do the screens show for `O=C1Nc2ccc(F)cc2C12Nc1ccccc1-c1nnc(SCc3ccccc3F)nc1O2` (stereo unspecified)?
VCAM1 TNFa inh: 30; F-actin modifier: -33; IL1B cytotox: -49; sEH act: -8; sEH inhibitor: 9; TNFa cytotox: -3

What do the screens show for `CCCCSc1nc(NCc2ccco2)c2c3c(sc2n1)COC(C)(C)C3`?
VCAM1 TNFa inh: -5; Calb biofilm kill: 5; F-actin modifier: -37; sEH act: 16; ERb SRC1 inh: 3; sEH inhibitor: -14; Smad3 FoxH1 inh: 9; TNFa cytotox: -7

How did O=C(CSc1ncccn1)n1c2c(c3ccccc31)CCCC2 do in these assays?
VCAM1 TNFa inh: -5; F-actin modifier: -19; sEH act: -5; sEH inhibitor: 5; TNFa cytotox: -8

What do the screens show for `O=C(COc1cccc(Oc2ccccc2)c1)Nc1ccc(SC(F)F)cc1`?
VCAM1 TNFa inh: 21; F-actin modifier: -13; IL1B cytotox: -2; sEH act: -9; sEH inhibitor: 11; TNFa cytotox: -22

An excerpt (hit frequency here may not be typical).
